High-throughput results: PubChem BioAssay, Broad Institute
PGC1a acetyl inh: lowers PGC1a acetylation signal in U2OS cells; AlphaScreen anti-acetyl-lysine; with virally co-expressed GCN5 acetyltransferase; inhibition, % at 15.6 µM; hit rate 0.17% among 350,000;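 active = every replicate shows inhibition of at least 40%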;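 note: 0% = neutral control wells and 100% = positive control wells; some results beyond the cut were filed as inactive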
PAX8 inh HTS: lowers PAX8-driven luciferase in RMG-I cells. RMG-I TPO-luciferase reporter, SteadyGlo, 24 h. inhibition, % at 12.6 µM. hit rate 1.2% among 360,000. AID 652154;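 active = mean replicate inhibition at least 60% with every replicate also reaching 60%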;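 note: luciferase light reporting Pax8 driven TPO promoter activity; plate controls were median of neutral control wells for no effect and mitoxantrone controls for full effect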
Statin myotox sup: suppression of simvastatin myotoxicity; C2C12 myotubes + simvastatin, ATP luminescence, 48 h; scaled: DMSO 0, geranylgeraniol control 100; rescue of ATP level, % at 7.49 µM; hit rate 0.78% among 330,000; AID 602340;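 active = mean ATP rescue above about 67%, or every replicate alone reaching that limit, limit read from the data, passing the limit was not always enough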;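 note: myotubes were challenged with 10 µM simvastatin during compound exposure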
PglD DTNB: PglD (C. jejuni) enzyme inhibition; purified PglD enzyme, DTNB colorimetric CoA detection; inhibition, % at 12.5 µM; hit rate 0.098% among 360,000; in the data active = inhibition above about 16%, passing the limit was not always enough; note: strong numbers were not always called active
LGR2 inh: inhibitors of bursicon-induced Drosophila LGR2 receptor cAMP signaling; AID 720647; hit rate 0.35% among 380,000; inhibition, % at 9.99 µM; HEK293 LGR2, CRE-luciferase, bursicon-stimulated, 4 h;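 active = drop in luminescence signal, shown as inhibition above about 50% in the replicate tests, limit read from the data, passing the limit was not always enough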;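 note: agonist challenge used bursicon conditioned medium at about half maximal strength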
ARNT TACC3 PPI: disruptors of human ARNT/TACC3 interaction; Q9Y6A5; hit rate 0.66% among 390,000; AID 623870; inhibition, % at 9.99 µM; AlphaScreen His-ARNT PAS-B/GST-TACC3 binding, luminescence; TACC3 fragment carries E629A point mutation;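 active = mean inhibition of replicates at least 50% and at least half of replicates each reaching 50%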;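 note: 0% = complete ARNT plus TACC3 wells and 100% = ARNT alone without TACC3; many hits fall short of the cut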
INS-1E GSIS act: primary screen for activators of insulin secretion dependent on glucose, INS-1E cells, GLuc reporter luminescence | INS-1E GLuc reporter insulin secretion, 2-3 h | activation, % at 16.6 µM | hit rate 0.61% among 370,000;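 active = lowest replicate activation of at least 40%, so every replicate reaches that level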;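 note: 0% = median of neutral control wells and 100% = median of IBMX positive control wells; some compounds called inactive have numbers as strong as hits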
Cneo AK release: Cryptococcus neoformans lysis via adenylate kinase release; C. neoformans lysis, adenylate kinase release luminescence, 4 h; normalised: neutral wells 0, clomiphene wells 100; hit rate 0.2% among 360,000; lysis activity, % at 15 µM;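 active = mean lysis activity across replicates of at least 80%, whatever share of replicates individually reach that level; inactive = mean lysis activity below 80%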
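Assay system: C. neoformans cells. Amount: yeast cell density of 5 × 10^6 cells/mL. Technique: AK luminescence. Buffer or medium: YPD. Times: static 4 h at 37 °C with compound, 1 h detection. Dosing: single-point compound dose. Read-out: lysis from increased AK signal.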
Active calls of the source: *; / = no result given; & = joins results of further samples.

SMILES	PGC1a acetyl inh	PAX8 inh HTS	Statin myotox sup	PglD DTNB	LGR2 inh	ARNT TACC3 PPI	INS-1E GSIS act	Cneo AK release
CCn1c(-c2sc(-c3ccccc3)nc2C)n[nH]c1=S	/	16	/	/	-3	5	17	/
C[C@@H]1CN([C@@H](C)CO)S(=O)(=O)c2ccc(C#CCN(C)C)cc2O[C@H]1CN(C)C(=O)CC1CC1	7	9	-16	0	-3	2	2	4
COc1ccc2oc(C(=O)N(C)Cc3ccc4c(c3)OCCO4)c(C)c2c1	/	-23	20	-5	-13	-3	-4	-4
COc1cc(/C=N/NC(=O)COc2cc(C)cc(C)c2)ccc1OS(=O)(=O)c1ccc(C)cc1	/	-3	/	/	18	-3	16	/
CCOC(=O)N1CCN(C(=O)C2CCCN(S(=O)(=O)c3c(C)cc(C)cc3C)C2)CC1 (stereo not given)	13	14	/	0	-4	-2	-19	2
COCC#Cc1cnc2c(c1)C(=O)N([C@@H](C)CO)C[C@H](C)[C@@H](CN(C)C(=O)C1CCCCC1)O2	-1	-38	35	1	1	6	16	1
C[C@H]1CN([C@@H](C)CO)S(=O)(=O)c2ccc(-c3cncnc3)cc2O[C@@H]1CN(C)C(=O)C1CC1	9	/	-14	/	0	/	-3	/
CCOc1cc2c(cc1/C=C1/NC(=O)N(CC(=O)OC)C1=O)OCO2	/	-13	/	/	7	8	12	/
COc1ccc(C(=O)NCCNc2nc3ccc(C)cc3cc2C#N)cc1	/	-2	-2	8	-3	-7	-1	1
CC(=O)NC1C(OCc2ccccc2)OC(CO)C(OC(C)=O)C1OC(C)=O (stereo not given)	-32	-4	/	5	4	-5	6	0
C[N+](C)(C)CCCCCC(=O)/C=N/O	/	-13	/	/	-45	-4	-11	/
C[C@@H]1CN([C@H](C)CO)C(=O)Cc2cc(NS(=O)(=O)c3cccs3)ccc2O[C@H]1CN(C)S(=O)(=O)c1cccs1	10	5	-10	/	21	/	29	/
C[C@@H]1CN([C@H](C)CO)C(=O)c2cccc(NC(=O)Nc3ccc(F)cc3)c2O[C@@H]1CN(C)Cc1ccc(-c2ccccc2)cc1	9	/	/	-3	14	3	-19	19
Cc1onc(-c2c(F)cccc2Cl)c1C(=O)N(C)CC(=O)Nc1cccc(F)c1	/	7	-45	1	-5	0	-10	-1
NC(=O)C[C@H](NC(=O)c1ccc(Cl)cc1)C(=O)OCc1ccccc1	3	-19	30	-2	-2	-2	-7	2
Cc1ccc(S(=O)(=O)N2CCN(C(=O)COC(=O)c3ccccc3Cl)CC2)c(C)c1	12	13	14	-1	-2	7	-21	-4
COc1ccc(S(=O)(=O)N(C)C[C@H]2Oc3ccc(NS(=O)(=O)c4ccc(Cl)cc4)cc3C(=O)N([C@H](C)CO)C[C@H]2C)cc1	2	/	31	-4	-5	-14	-3	-2
O=C(Cc1cccs1)Nc1nnc(-c2ccc(F)cc2)s1	-1	-42	9	-4	-43	-8	/	0
CC1Sc2ccc(S(=O)(=O)N3CCC(C(=O)Nc4cccc(Cl)c4)CC3)cc2NC1=O (stereo not given)	-11	29	10	-1	1	10	-56	11
COc1cc(-c2noc(CCCC(=O)Nc3cccnc3)n2)cc(OC)c1OC	/	-14	/	/	7	27	39	/
O=[N+]([O-])c1cccc(NC(=S)NCc2ccncc2)c1	8	7	/	/	-14	0	4	/
CCOC(=O)c1c(-c2ccc(F)cc2)cn2ccccc12	27	/	/	1	/	-2	/	1
COCCn1c(SCC(=O)c2ccccc2)nc2c(c1=O)SCC2	1	4	1	2	16	1	5	-1
NC(=O)C(Cc1ccccc1)NS(=O)(=O)c1ccc(N2CCCC2=O)cc1 (stereo not given)	3	/	6	-2	5	-1	10	1
CS(=O)(=O)N(CC(=O)NCc1cccnc1)C1CCCCC1	/	2	/	/	18	3	16	/
COc1cc(/C=N/NC(N)=O)ccc1OC(=O)c1cccs1	/	-5	/	/	8	2	15	/
CCOC(=O)N1CCC(NC(=O)C2CCCN(S(C)(=O)=O)C2)CC1 (stereo not given)	-5	/	3	-1	5	-9	9	0
C/C(=N\NC(=O)CNC(=O)c1cccnc1)c1cccc(O)c1	12	-21	-6	0	1	2	-16	0
COc1cc(-c2nc(-c3cccc(C)c3)no2)cc(OC)c1OC	4	/	-12	-2	-40	-3	-23	-1
Cn1nnnc1SCC(=O)NCCCc1ccccc1	-27	/	12	-1	/	-2	/	1
CCC(=O)Nc1ccc2c(c1)OC[C@@H](C)N(CCc1ccccc1)C[C@@H](C)[C@@H](OC)CN(C)C2=O	4	1	9	-3	4	-3	-9	0
COc1ccc(NC(=O)C/C(C)=N/NC(=O)c2cnccn2)c(OC)c1	/	-2	38	0	15	/	11	0
O=C(c1c(F)c(F)c(F)c(F)c1F)N1CCc2ccccc21	8	-9	-5	0	/	-3	-3	-13
O=C(CNC(=O)c1cccnc1)N/N=C/c1ccc(O)cc1O	8	-10	-12	-1	-1	80*	2	0
CCOc1ccccc1N1CCN(S(=O)(=O)c2cc(C)ccc2OC)CC1	-2	-10	/	/	8	-4	0	/
COc1ccc(CN(Cc2nc3ccccc3c(=O)[nH]2)C(=O)NC2CCCCC2)cc1	2	7	3	0	/	-2	/	1
CCCCN(C)C(=O)C1CCC(CNS(=O)(=O)c2ccc3c(c2)CC(C)N3C(C)=O)CC1 (stereo not given)	-2	-6	8	0	9	-5	-17	1
C[C@H](CO)N1C[C@H](C)[C@@H](CN(C)C)Oc2c(NC(=O)C3CC3)cccc2C1=O	-9	-6&1	-5&9	2&-5	-15&-1	2&-5	2&5	-1&-1
C[C@@H]1CN([C@H](C)CO)S(=O)(=O)c2ccc(-c3cncnc3)cc2O[C@H]1CN(C)C(=O)C1CCC1	-5	/	6	3	-14	7	6	-1
COc1cccc(NC(=O)N2CCc3ccccc3C2)c1	4	-168	-13	-2	-57	-5	-10	-8
COc1cccc(-c2nc(CS(=O)(=O)CC(=O)NC3CC3)c(C)o2)c1	5	7	0	-5	10	-7	8	1
COc1cc(NC(=O)CN2CCC(C)CC2)c(C)cc1[N+](=O)[O-]	/	-18	/	-7	6	-4	5	-1
Cc1ccc(C(=O)NNC(=O)CSc2nnc(C(C)C)n2C)cc1	/	-7	-3	-3	-6	-6	-5	-1
CCOC(=O)C1(C)CCN1C(=O)COc1ccc(C(C)(C)C)cc1 (stereo not given)	-15	-10	-18	-2	-7	/	-18	0
COc1ccc(-c2nn(-c3ccccc3)cc2/C=N/NC(=S)NC(C)C)cc1OC	/	16	/	/	15	2	-21	/
NCCOc1ccccc1Cc1ccccc1	/	/	-14	2	/	3	/	2
COC(=O)c1ccc(Cl)cc1NC(=O)/C=C/c1ccc(C)o1	-1	32	/	/	-6	-2	-12	/
CCN(CC)C(=O)COc1ccc2oc(C)c(C(=O)OC(C)C)c2c1	-9	4	-4	12	/	/	/	1
CN(Cc1ccc(OC(F)F)cc1)C(=O)c1cccc(S(=O)(=O)N2CCN(c3ccccc3)CC2)c1	/	19	-31	-3	0	1	-33	1
Cc1ccc(S(=O)(=O)N(C)C[C@@H]2Oc3c(NC(=O)c4nc5ccccc5s4)cccc3C(=O)N([C@@H](C)CO)C[C@H]2C)cc1	-11	/	-94	0	0	0	6	-5
COc1cccc(C(=O)N(C)CC(=O)Nc2cccc3ccccc23)c1	/	-7	3	2	12	-15	/	0
O=C(NC1CCCCC1)C(c1c(F)cccc1Cl)N(C(=O)c1csnn1)C1CC1 (stereo not given)	/	9	-1	-1	7	/	0	1
COc1ccc(Nc2cc(C)nc(N)n2)cc1	/	-40	-9	5	-8	-6	1	-1

An excerpt of these results, as labelled records.
CCOC(=O)c1c(-c2ccc(F)cc2)cn2ccccc12
  PGC1a acetyl inh: 27
  PAX8 inh HTS: /
  Statin myotox sup: /
  PglD DTNB: 1
  LGR2 inh: /
  ARNT TACC3 PPI: -2
  INS-1E GSIS act: /
  Cneo AK release: 1
CCC(=O)Nc1ccc2c(c1)OC[C@@H](C)N(CCc1ccccc1)C[C@@H](C)[C@@H](OC)CN(C)C2=O
  PGC1a acetyl inh: 4
  PAX8 inh HTS: 1
  Statin myotox sup: 9
  PglD DTNB: -3
  LGR2 inh: 4
  ARNT TACC3 PPI: -3
  INS-1E GSIS act: -9
  Cneo AK release: 0
COc1ccc(CN(Cc2nc3ccccc3c(=O)[nH]2)C(=O)NC2CCCCC2)cc1
  PGC1a acetyl inh: 2
  PAX8 inh HTS: 7
  Statin myotox sup: 3
  PglD DTNB: 0
  LGR2 inh: /
  ARNT TACC3 PPI: -2
  INS-1E GSIS act: /
  Cneo AK release: 1

Some of these compounds in order of length of the SMILES, largest number first:
SMILES	PGC1a acetyl inh	PAX8 inh HTS	Statin myotox sup	PglD DTNB	LGR2 inh	ARNT TACC3 PPI	INS-1E GSIS act	Cneo AK release
Cc1ccc(S(=O)(=O)N(C)C[C@@H]2Oc3c(NC(=O)c4nc5ccccc5s4)cccc3C(=O)N([C@@H](C)CO)C[C@H]2C)cc1	-11	/	-94	0	0	0	6	-5
C[C@@H]1CN([C@H](C)CO)S(=O)(=O)c2ccc(-c3cncnc3)cc2O[C@H]1CN(C)C(=O)C1CCC1	-5	/	6	3	-14	7	6	-1
CN(Cc1ccc(OC(F)F)cc1)C(=O)c1cccc(S(=O)(=O)N2CCN(c3ccccc3)CC2)c1	/	19	-31	-3	0	1	-33	1
C[C@H](CO)N1C[C@H](C)[C@@H](CN(C)C)Oc2c(NC(=O)C3CC3)cccc2C1=O	-9	-6&1	-5&9	2&-5	-15&-1	2&-5	2&5	-1&-1
CCCCN(C)C(=O)C1CCC(CNS(=O)(=O)c2ccc3c(c2)CC(C)N3C(C)=O)CC1 (stereo not given)	-2	-6	8	0	9	-5	-17	1
COc1ccc(CN(Cc2nc3ccccc3c(=O)[nH]2)C(=O)NC2CCCCC2)cc1	2	7	3	0	/	-2	/	1
COc1ccc(-c2nn(-c3ccccc3)cc2/C=N/NC(=S)NC(C)C)cc1OC	/	16	/	/	15	2	-21	/
COc1cccc(-c2nc(CS(=O)(=O)CC(=O)NC3CC3)c(C)o2)c1	5	7	0	-5	10	-7	8	1
COc1ccc(NC(=O)C/C(C)=N/NC(=O)c2cnccn2)c(OC)c1	/	-2	38	0	15	/	11	0
CCOc1ccccc1N1CCN(S(=O)(=O)c2cc(C)ccc2OC)CC1	-2	-10	/	/	8	-4	0	/
CCOC(=O)C1(C)CCN1C(=O)COc1ccc(C(C)(C)C)cc1 (stereo not given)	-15	-10	-18	-2	-7	/	-18	0
COC(=O)c1ccc(Cl)cc1NC(=O)/C=C/c1ccc(C)o1	-1	32	/	/	-6	-2	-12	/
O=C(c1c(F)c(F)c(F)c(F)c1F)N1CCc2ccccc21	8	-9	-5	0	/	-3	-3	-13
O=C(CNC(=O)c1cccnc1)N/N=C/c1ccc(O)cc1O	8	-10	-12	-1	-1	80*	2	0
COc1cccc(NC(=O)N2CCc3ccccc3C2)c1	4	-168	-13	-2	-57	-5	-10	-8
COc1ccc(Nc2cc(C)nc(N)n2)cc1	/	-40	-9	5	-8	-6	1	-1
NCCOc1ccccc1Cc1ccccc1	/	/	-14	2	/	3	/	2
